Vif-A3G inh – blocks the Vif interaction with human APOBEC3G | Q9HC16 | HeLa A3G-eYFP + Vif (tagged APOBEC3G with the HIV-1 protein that degrades it), YFP fluorescence, overnight | Potency, µM (series often up to 46.1 µM), for the others: at the top dose activity, negative = active, usual class: inhibitors | 410,000 compounds, 0.076% hits;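 further: potency means the concentration at half of the fitted maximal effect; on the % scale 0 is the no-effect control and ±100 the full control effect; nearly all actives have a fitted effect of over 60% in size; hits raise eYFP signal because A3G escapes Vif-driven loss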
Target sequence (Q9HC16 whole entry, looked up): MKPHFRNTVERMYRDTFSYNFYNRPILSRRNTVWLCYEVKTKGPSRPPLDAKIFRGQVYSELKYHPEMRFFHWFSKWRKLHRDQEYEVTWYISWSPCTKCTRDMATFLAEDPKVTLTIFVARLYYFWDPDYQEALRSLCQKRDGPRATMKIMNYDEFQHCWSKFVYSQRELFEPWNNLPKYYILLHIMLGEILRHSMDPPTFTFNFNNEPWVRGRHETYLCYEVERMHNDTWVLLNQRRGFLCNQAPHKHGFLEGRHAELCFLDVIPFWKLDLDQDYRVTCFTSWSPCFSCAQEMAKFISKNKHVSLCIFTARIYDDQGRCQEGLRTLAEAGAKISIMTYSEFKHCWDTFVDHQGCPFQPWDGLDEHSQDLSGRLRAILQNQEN
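Read-out is eYFP fluorescence (Ex 488/Em 500-530) from Vif-expressing HeLa A3G-eYFP cells; more signal means A3G escaped Vif-mediated degradation. Cells plated overnight, compound pinned in, incubated overnight at 37 deg C.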
RGS4 inhibitor – human RGS4 inhibition; Potency, µM (doses to about 114 µM), for inactives: top-dose activity change, negative = inhibition, most hits filed as inhibitors; 390,000 compounds, 0.039% hits; Transcreener GDP fluorescence polarization, RGS4-accelerated GTP hydrolysis; further: potency means the concentration at half of the fitted maximal effect; on the % scale 0 is the no-effect control and ±100 the full control effect; nearly all actives have a fitted effect of over 75% in size; some results filed as inactive show a strong effect at the top dose
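MLSMR compounds (23 nl, pin-transferred) preincubated 10 min at room temperature with a 500nM (2x) first reagent, then RGS4 at 900nM (2x) plus Transcreener GDP mix added; fluorescence polarization (620/688 nm) read before and after 90 min at 30 °C.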
Vif-APOBEC3F blk – inhibitors of Vif-A3F interaction; 390,000 compounds, 0.2% hits; AID 602313; Potency, µM (top dose mostly 46.1 µM), for the others: top-dose activity, negative = active; HeLa A3F-eYFP + Vif (tagged APOBEC3F with the HIV-1 protein that degrades it), YFP fluorescence increase; further: potency means the concentration at half of the fitted maximal effect; % of control where 0% means no effect; nearly all actives have a fitted effect of over 65% in size
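HeLa cells stably expressing A3F-eYFP plus Vif, plated and incubated overnight at 37 deg C, then exposed to compounds overnight at 37 deg C. Blocked degradation read as raised yellow fluorescence (Ex 488/Em 500-530).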
Glioma ERSR ind – ER stress response induction in glioma. U87-MG GRP78 promoter luciferase reporter, 16 h. Potency, µM, for inactives: at the highest dose activation, most hits filed as activators. 420,000 compounds, 0.02% hits; further: potency means the concentration at half of the fitted maximal effect; series mostly up to about 76 µM; % of control where 0% means no effect; nearly all actives have a fitted effect of over 35% in size
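ERSR induction read as luciferase luminescence (Bright-Glo, 10 min at room temperature) in stably transfected human U87-MG glioma cells exposed to compounds for 16 h, using GRP78 as sensor.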
ALOX12 inh – blocks human arachidonate 12S-lipoxygenase | P18054 | purified 12hLO, xylenol orange hydroperoxide absorbance | Potency, µM (highest dose often 108 µM), without a hit: at the highest dose activity change, negative = inhibition, actives largely listed as inhibitors | 580,000 compounds, 1.1% hits | AID 1671190; further: potency means the concentration at half of the fitted maximal effect; on the % scale 0 is the no-effect control and ±100 the full control effect
Target sequence (P18054 whole entry, looked up): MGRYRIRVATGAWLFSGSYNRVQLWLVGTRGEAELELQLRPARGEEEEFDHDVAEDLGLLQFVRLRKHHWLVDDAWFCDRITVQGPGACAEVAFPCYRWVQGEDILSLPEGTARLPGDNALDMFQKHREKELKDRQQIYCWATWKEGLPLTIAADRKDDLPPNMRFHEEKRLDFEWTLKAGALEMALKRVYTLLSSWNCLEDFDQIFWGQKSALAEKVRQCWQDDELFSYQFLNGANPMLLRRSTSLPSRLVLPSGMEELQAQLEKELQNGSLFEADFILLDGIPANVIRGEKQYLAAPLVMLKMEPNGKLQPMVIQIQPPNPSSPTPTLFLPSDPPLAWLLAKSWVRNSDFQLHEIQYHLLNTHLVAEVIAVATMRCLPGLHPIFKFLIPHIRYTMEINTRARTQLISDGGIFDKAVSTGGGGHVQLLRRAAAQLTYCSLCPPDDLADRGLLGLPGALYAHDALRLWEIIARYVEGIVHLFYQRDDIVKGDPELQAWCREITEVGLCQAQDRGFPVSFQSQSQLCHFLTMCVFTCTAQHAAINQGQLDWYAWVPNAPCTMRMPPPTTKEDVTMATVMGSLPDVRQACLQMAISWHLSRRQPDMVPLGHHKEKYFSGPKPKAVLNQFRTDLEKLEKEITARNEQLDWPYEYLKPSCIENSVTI
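Purified human 12hLO at 150 nM in 25 mM Hepes, 0.01% Triton X-100, pH 7.0, preincubated 15 min at room temperature with compound. Reaction started with 40 uM arachidonic acid, 30 min at room temperature. Hydroperoxide measured by Fe-xylenol orange, 573/405 nm absorbance ratio.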
ERG Ets-DNA blk – blocks human ERG Ets domain binding to DNA. P11308. fluorescence polarization, His-ERG Ets domain / labelled DNA. Potency, µM (doses to about 76.9 µM), inactives show at the highest dose FP activity, negative = inhibition, hits mostly inhibitors. 370,000 compounds, 0.028% hits. AID 624246; active means well fitted inhibition curve with a large enough effect in the polarisation, with a control signal flat; inconclusive means small, poorly fitted or top-dose-only effect, or effect the other way, or a change in a side signal; inactive means no such curve, though single readings can be large or run the other way; the % refers to the polarisation;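 further: polarization taken with two DNA probes labelled with fluorescein and Texas red; potency means the concentration at half of the fitted maximal effect; % of control where 0% means no effect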
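His-tagged ERG Ets domain (1 uM in the protein solution; 300mM KCl, 50mM Tris-HCl, 1mM EDTA, 1mM DTT, pH 7.5) received compound, then a probe mix of 5 nM fluorescein-DNA and 100nM Texas-615-DNA. Fluorescence polarization was read for both dyes.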
D2 antagonist – antagonizes the human D2 dopamine receptor. P14416. HEK293 TREx D2 cells, calcium flux, dopamine EC80. inhibition, % at 10 µM. 340,000 compounds, 2% hits; in the data active means inhibition above about 30%; further: 0% is about no effect
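In this primary screen, negative modulation is detected by tracking calcium flux after an EC80 dopamine challenge in inducible HEK293 T-REx D2 cells preexposed to test compound for 180 s.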
LDHA block – blocks human lactate dehydrogenase A | 480,000 compounds, 0.15% hits | P00338 | AID 1347041 | activity change, % (values are at about 110 or 230 µM) | purified LDHA, NADH/diaphorase-resazurin fluorescence; active compounds read low; in the data active means activity change below about -30%; inconclusive means mostly about -25% to -30%;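 further: plate controls were DMSO wells for no effect and wells without enzyme for full effect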
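Enzyme activity of human lactate dehydrogenase 5 (2 nM; 0.06 mM NADH, 0.2 mM pyruvate, 5 min, RT) is measured via a resazurin/diaphorase fluorescence readout of residual NADH.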
D2 agonist – agonists of human D2 dopamine receptor; activation, % at 2 µM; P14416; HEK293 T-REx D2 cells, calcium flux agonist mode; 340,000 compounds, 0.53% hits;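 active means activation over 3 SD above normal in the single-dose calcium agonist read, cut at about 30% in these data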; further: 0% is about no effect
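Agonism is scored from calcium flux in a force-coupled, inducible HEK293 cell line expressing D2, read kinetically for 180 s after compound addition against dopamine controls.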
An asterisk follows results filed as active; ? = inconclusive; nt = not tested or not shown; & = joins results of further samples; [ ] = dose if it differs, or a comment. Unless noted, the call rests on the fitted dose curve; in most records, active means well fitted curve in the direction sought with a large enough effect; inconclusive means small, poorly fitted or top-dose-only effect, or another doubt; inactive means no such curve, though single readings can be large; an effect the other way counts as inactive or inconclusive. This is a subset; the hit share may differ from the screen's.

compound | Vif-APOBEC3F blk | LDHA block | D2 agonist | ERG Ets-DNA blk | ALOX12 inh | D2 antagonist | Vif-A3G inh | RGS4 inhibitor | Glioma ERSR ind
CCCCOC(=O)c1ccc(Nc2nnc(-n3nc(C)cc3C)c3ccccc23)cc1 | nt | -3.3 | 1.2 | 1.4% | -17.5% | nt | nt | -3.6% | nt
COCCNC(=O)CN(C(=O)c1ccc(N2CCCC2)nc1)c1ccccc1 | 12.6% | -5.3 | 1.3 | -7.2% | -10.0% | -7.7 | 0.9% | -2.2% | 4.8%
COc1ccccc1-c1nc(SCC(=O)N2CCC(C(N)=O)CC2)n[nH]1 | 1.3% | 0.1 | -0.3 | nt | 299.1%[activator] | -53.0 | -1.1% | -20.8% | -4.5%
CC(C)COP(=O)(c1ccc(N(C)C)cc1)C(Nc1ccccc1)c1ccccc1 (stereo not drawn) | 0.7% | 2.8 | nt | 3.3% | -9.7% | nt | -7.7% | -40.9% | -3.5%
O=C(c1ccc2c(=O)n(-c3ccccc3)c(=S)[nH]c2c1)N1CCN(c2ccccc2)CC1 | -6.3% | -0.2 | -0.2 | 2.3% | 1.8% | -19.5 | 6.7% | -39.8% | -4.4%
Cc1ccc(CCN2CC(C(=O)NCc3ccc4c(c3)OCO4)CC2=O)cc1 (stereo not drawn) | -6.3% | -15.0 | -0.2 | 0.1% | 3.8% | -4.5 | 4.8% | 4.3% | -1.5%
COc1ccc(OCC(O)CN(CCO)CC(O)Cn2ccc3ccccc32)cc1 (stereo not drawn) | -5.3% | -5.7 | 0.4 | 7.0% | ? | -1.2 | 1.6% | -1.0% | 2.3%
COC(=O)CSc1nc(N)c2c3c(sc2n1)CCCC3 | -1.3% | 0.1 | 0.4 | -4.9% | 3.2% | 8.3 | -4.5% | -5.2% | -0.1%
Fc1ccc(-c2ccc(CNCCSc3nnnn3-c3ccccc3)o2)cc1 | 1.3% | -5.5 | 2.7 | 3.1% | 8.0% | nt | -6.0% | -11.2% | ?
COc1ccc(-c2nnc(SCC(=O)Nc3cc(C)on3)o2)cc1 | ? | -5.5 | 2.1 | -9.8% | 6.4% | 35.6* | 0.8% | -3.2% | 3.8%
CC(=O)c1c(C(C)=O)c(C)n(-c2ccc3ncccc3c2)c1C | 6.7% | -0.2 | 0.1 | -9.1% | -3.5% | -1.3 | 1.1% | -10.1% | -2.9%
CCc1cc(=O)oc2cc(C)cc(OC(C)C(=O)NCCCn3ccnc3)c12 (stereo not drawn) | 2.7% | -4.7 | 0.5 | -5.4% | 6.4% | -1.8 | 2.8% | 14.5%[11.4 µM] | 2.5%
CCOc1cc(CNn2cn[nH]c2=S)cc(Cl)c1OCc1ccccc1F | -2.0% | 5.6 | -1.2 | -0.1% | ? | 3.5 | 0.7% | -33.9% | -5.5%
CSc1nnc(-c2ccccc2N=Cc2c(C)[nH]n(-c3ccc4ccccc4c3)c2=O)c(=O)[nH]1 | 5.4% | 1.9 | -0.2 | -6.7% | 0.0% | -1.1 | 4.1% | -6.2% | 1.9%
CCN(Cc1cccs1)C(=O)CN1C(=O)NC2(CCCc3ccccc32)C1=O (stereo not drawn) | -2.1% | -0.8 | 0.2 | 6.7% | -19.0% | 0.7 | 0.1% | 8.6% | -4.6%
COc1cccc(NC(=O)c2sc3nc(C)c(C(=O)Nc4ccc(C)cc4C)c(-c4ccc(C)o4)c3c2N)c1 | ? | 4.9 | 0.6 | 0.8% | -6.7% | nt | -1.7% | -20.3% | -1.1%
Cc1cc(C)c(S(=O)(=O)N2CCOCC2)c(C)c1N(C)S(=O)(=O)c1ccccc1 | -4.2% | -8.3 | 1.4 | 0.6% | -7.4% | -13.3 | -0.7% | 9.0% | -4.8%
COC(=O)C1=C(C)NC(=O)CC1c1ccc(F)c(Br)c1 (stereo not drawn) | -3.8% | -5.7 | -1.4 | 4.2% | 25.1% | -4.5 | 1.8% | 32.4% | -3.2%
C[C@H](CO)N1C[C@H](C)[C@@H](CN(C)Cc2cccc(C(=O)O)c2)OCc2cnnn2CCCC1=O | -3.9% | 2.1 | nt | nt | 0.0% | nt | 1.5% | nt | -3.2%
COc1ccccc1N1CCN(C(=O)CSc2nc3ccccc3o2)CC1 | 6.1% | 2.2 | -0.8 | -15.9% | -6.7% | 2.2 | -0.1% | -19.2% | -1.8%
CNC(=O)c1ccccc1S(=O)c1ccccc1COC(C)=O (stereo not drawn) | -10.1% | -10.3 | 0.4 | -0.2% | 0.0% | -6.7 | -1.2% | -2.5% | -4.3%
Cc1ccc(NC(=S)NCc2ccccc2)cc1C | -43.7% | 1.3 | nt | 10.4% | ? | nt | -1.5% | -8.1% | -0.1%
Cc1cccc(Oc2nc(-c3ccncc3)nc3ccccc23)c1 | -16.9% | 15.6&-4.4 | -1.3 | 0.5% | ? | 5.7 | -5.0% | -21.1% | -6.0%
COc1ccc(-c2nnc(S/C(=C/c3ccc(Cl)cc3)C(=O)O)o2)cc1 | -19.0% | -4.1 | 2.3 | 6.4% | 5.8% | -1.2 | 2.3% | -19.1% | -4.7%
COCC1CCN(Cc2nc(Cc3ccccc3Cl)no2)CC1 | -4.0% | -7.7 | -1.0 | 1.5% | -11.4% | -14.8 | -3.5% | -0.3% | 7.4%
O=C(CSc1nncs1)Nc1ccc(N2CCCCC2)cc1 | 0.3% | 1.8 | nt | 13.8%[15.4 µM] | 7.8% | nt | 0.7% | -10.2% | -1.3%
CCOc1ccc(S(=O)(=O)NCc2ccc3c(c2)OCO3)cc1 | -0.6% | -0.9 | 0.7 | -10.0% | 68.3%[activator] | -3.7 | -3.3% | 28.4% | -2.9%
COc1cc(/C=N/NC(=O)CC23CC4CC(CC(C4)C2)C3)cc(Br)c1OCC(=O)N(C)C | -6.0% | 0.5 | 0.1 | -9.8% | 0.3% | 1.0 | 0.0% | 29.0% | -4.6%
COc1ccc(C2SCC(=O)N2c2c(C)n(C)n(-c3ccccc3)c2=O)cc1OC (stereo not drawn) | 1.3% | -2.6 | -0.3 | -1.2% | 0.2% | 4.3 | 0.4% | -19.8%[56.9 µM] | -6.9%
CCc1ccccc1N(C(=O)c1snc(C(N)=O)c1N)C(C(=O)NCC1CCCO1)c1ccc(OC)c(OC)c1 (stereo not drawn) | 4.2% | -3.3 | -0.3 | -2.6% | -4.5% | 10.6 | 0.0% | 9.1% | -2.6%
Cc1coc2c1c(C)cc1oc(=O)c(CC(=O)NCCC(=O)O)c(C)c12 | -1.0% | -2.4 | -1.0 | 13.0% | 126.9%[activator] | -14.2 | 4.7% | 13.6% | -4.0%
Cc1ccc(CN2C(=O)CCC2C(=O)N2CCN(c3ccccc3)CC2)cc1 (stereo not drawn) | 0.5% | 1.5 | -0.3 | -7.5% | -20.5% | 8.0 | 2.5% | -1.6% | ?
Cc1ccc(C(=O)O)cc1NCc1ccncc1 | 0.7% | -10.8 | 1.4 | -2.2% | 0.0% | 1.7 | 0.6% | 13.1% | -5.2%
CC1CCN(CCCNC(=O)c2n[nH]c(=O)c3ccccc23)CC1 | 3.9% | 1.5 | 0.2 | 3.1% | 0.0% | 41.1* | -0.8% | 23.7% | -5.5%
CCCCSc1nc2c(c(C(F)(F)F)c1C#N)CCC2 | 6.4% | -2.4 | 0.5 | -2.6% | -4.8% | -0.2 | -2.3% | -2.8% | 3.0%
COc1ccc(NC(=O)C[C@H]2C(=O)N(Cc3ccccc3)C[C@@H]2C)cc1 | -1.1% | -1.3 | nt | nt | 1.0% | nt | 2.9% | nt | 2.9%
O=C(NCc1ccco1)Nc1cccc([N+](=O)[O-])c1 | 10.8% | -6.1 | nt | -3.7% | 0.2% | nt | 8.6% | -25.4% | 4.9%
Cc1cccc(-c2nnc(SCC(=O)C(C)(C)C)n2C)c1 | -3.4% | 0.0 | -0.2 | -0.4% | -3.2% | -2.9 | 3.6% | -1.8% | 0.0%
CC(C)(C)C1CCc2c(sc(NC(=O)Cn3nnc(-c4ccccc4Cl)n3)c2C#N)C1 (stereo not drawn) | nt | -0.1 | -0.4 | 3.7% | ? | nt | nt | 2.4% | nt
COc1ccc(S(=O)(=O)c2c(SC)nn(CC(=O)Nc3cccc(C)c3C)c2N)cc1 | -7.1% | -2.3 | 0.0 | -1.2% | ? | nt | 1.9% | 4.0% | -3.4%
COc1ccc(S(=O)(=O)/C(C#N)=C/Nc2ccc(NC(C)=O)cc2)cc1 | -2.5% | -3.5 | -0.6 | 6.7% | 0.0% | 0.0 | -6.0% | -1.2% | -2.3%
C[C@H]1CN([C@@H](C)CO)S(=O)(=O)c2ccc(Br)cc2O[C@H]1CN(C)C(=O)CN(C)C | nt | -4.1 | nt | nt | 4.8% | nt | 2.1% | nt | -3.0%
CCCCn1c(CN2CCN(C(=O)OCC)CC2)nc2c1c(=O)[nH]c(=O)n2C | -1.3% | -6.3 | -0.1 | 2.2% | 2.6% | -7.0 | 1.5% | -5.7% | -1.3%
CCN(CC)C(=O)Nc1cnc2ccccc2c1 | 2.1% | -1.6 | 0.2 | -9.9% | 82.2% | -17.7 | -0.5% | -0.4% | 5.2%
CC(=O)OCCn1c(C)[n+](CCOC(C)=O)c2cc(Cl)c(Cl)cc21 | 14.1% | -16.2 | 2.5 | -7.4% | 30.3%[activator] | -8.4 | 5.0% | -16.7% | -1.4%
O=c1c2ccccc2nc(SCc2ccc([N+](=O)[O-])cc2)n1-c1ccc(Cl)cc1 | 1.6% | -4.4 | 0.5 | -8.6% | -7.0% | 6.0 | 1.3% | 9.2% | -1.5%
Cc1cc(C(=O)OCC(=O)Nc2nc(-c3ccccc3)cs2)c(C)o1 | -11.3% | -0.5 | 1.0 | -0.2% | 438.5%[activator] | 3.7 | -9.6% | 1.4% | -10.9%
